POLI inh: qHTS for Inhibitors of Polymerase Iota. 1% of 390,000 active. Pol iota fluorescent replication assay, 10 min. DNA polymerase iota (Homo sapiens), Q9UNA4. Potency, µM (doses to about 115 µM), for inactives: at the highest dose activity, negative = inhibition, usual class: inhibitors. AID 588590, 2011; also: potency is read from the fitted curve at half-maximal effect
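Fluorescent replication assay read twice, at 0 min and 10 min after adding 50 nM (final) substrate. Enzyme (10 nM) and compounds were first incubated 15 min at room temperature; enzyme-free buffer wells were negative controls.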
Anesthetic bind: qHTS Assay for Identification of Novel General Anesthetics; apoferritin/1-aminoanthracene competitive binding, fluorescence; AID 485281, 2010; 0.074% of 350,000 active; Potency, µM (doses to about 77.5 µM), without a hit: top-dose activity change, negative = displacement, most hits filed as inhibitors; Ferritin light chain (Equus caballus), P02791; also: potency is read from the fitted curve at half-maximal effect; % is scaled to controls: 0 for no effect and ±100 for the full control effect; nearly all actives have a fitted effect of over 20% in size
Target sequence (P02791 2-175 limits assumed): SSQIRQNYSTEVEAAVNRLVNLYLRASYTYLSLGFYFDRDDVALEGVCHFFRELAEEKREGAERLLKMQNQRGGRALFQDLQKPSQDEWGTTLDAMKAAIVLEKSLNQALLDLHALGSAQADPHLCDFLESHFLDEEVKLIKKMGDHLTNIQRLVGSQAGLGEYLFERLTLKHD
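10 uM apoferritin + 50% sat. 1-AMA, PBS; cpd 10 min RT; Ex380/Em535 endpoint; normalized to free probe vs complex; 4-param Hill fit; propofol titration as pos. ctrl.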
Pol kappa inh: qHTS for Inhibitors of Polymerase Kappa; AID 588579, 2011; Potency, µM (highest dose often 107 µM), inactives show at the highest dose activity, negative = inhibition, hits mostly inhibitors; DNA polymerase kappa (Homo sapiens), Q9UBT6; 0.53% of 400,000 active; purified Pol kappa, fluorescent DNA synthesis assay, 10 min; also: potency is read from the fitted curve at half-maximal effect; % is scaled to controls: 0 for no effect and ±100 for the full control effect
Target sequence (Q9UBT6 whole entry, looked up): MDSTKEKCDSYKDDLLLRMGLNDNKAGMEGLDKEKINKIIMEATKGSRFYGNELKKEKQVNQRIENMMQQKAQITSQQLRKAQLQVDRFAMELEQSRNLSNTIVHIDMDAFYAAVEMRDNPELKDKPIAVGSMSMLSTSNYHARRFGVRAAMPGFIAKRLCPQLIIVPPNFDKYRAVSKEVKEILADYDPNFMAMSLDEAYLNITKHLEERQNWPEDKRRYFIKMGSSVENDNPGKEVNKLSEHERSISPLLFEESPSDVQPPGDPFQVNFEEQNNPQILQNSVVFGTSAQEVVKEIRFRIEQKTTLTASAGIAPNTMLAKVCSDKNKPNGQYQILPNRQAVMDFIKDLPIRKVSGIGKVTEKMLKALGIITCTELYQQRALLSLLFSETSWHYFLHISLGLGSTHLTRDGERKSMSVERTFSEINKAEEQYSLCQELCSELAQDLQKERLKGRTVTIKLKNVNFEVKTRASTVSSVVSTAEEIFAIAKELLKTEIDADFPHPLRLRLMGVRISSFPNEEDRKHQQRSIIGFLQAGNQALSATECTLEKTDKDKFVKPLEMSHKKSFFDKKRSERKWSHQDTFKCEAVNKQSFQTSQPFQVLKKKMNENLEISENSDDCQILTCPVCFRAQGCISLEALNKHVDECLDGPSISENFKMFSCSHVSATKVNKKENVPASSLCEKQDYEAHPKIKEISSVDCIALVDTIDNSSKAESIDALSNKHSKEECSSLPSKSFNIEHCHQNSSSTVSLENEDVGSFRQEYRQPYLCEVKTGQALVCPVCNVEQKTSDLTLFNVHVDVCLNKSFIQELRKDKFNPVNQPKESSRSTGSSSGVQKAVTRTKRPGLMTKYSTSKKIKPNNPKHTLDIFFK
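10 nM Pol kappa was preincubated with compounds for 15 min at room temperature. Reaction started with 50 nM (final) substrate. Fluorescence read kinetically at 0 and 10 min.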
RXFP1 antag: qHTS Assay for Antagonists of the Relaxin Receptor RXFP1 | activity change, negative = inhibition, % at 57.5 µM | Relaxin receptor 1 (Homo sapiens), Q9HBX9 | AID 1259400, 2018 | 0.59% of 350,000 active | HEK293-RXFP1, relaxin-stimulated cAMP HTRF, 30 min; stronger effect = lower value;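 active = activity change of -60% or lower, but not beyond a set lower limit; inconclusive = change between -60% and -40%, or beyond the set limit; inactive = change above -40%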; also: % is scaled to controls: 0 for no effect and ±100 for the full control effect
Pol beta inh: qHTS Assay for Inhibitors of DNA Polymerase Beta | P06746 | Pol beta primer extension/strand displacement, fluorescence kinetic | Potency, µM (highest dose often 114 µM), for inactives: at the highest dose activity change, negative = inhibition, usual class: inhibitors | 1.3% of 340,000 active | AID 485314, 2010; also: potency is read from the fitted curve at half-maximal effect; % is scaled to controls: 0 for no effect and ±100 for the full control effect
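Pol beta (10 nM) and compounds were preincubated 15 min at room temperature, then 50 nM substrate (final) started primer extension/strand displacement. Reads were taken at 0 and 10 min; concentration-response data were fitted to a four-parameter Hill equation.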
BLM helicase inh: qHTS Assay for Inhibitors of Bloom's syndrome helicase (BLM) | RecQ-like DNA helicase BLM (Homo sapiens), P54132 | recombinant BLM DNA unwinding, fluorescence dequenching | Potency, µM (series often up to 56.1 µM), inactives show top-dose activity change, negative = inhibition, usual class: inhibitors | 0.2% of 350,000 active;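 also: potency is read from the fitted curve at half-maximal effect; plate controls were vehicle for no effect and no enzyme for full effect; nearly all actives have a fitted effect of over 35% in size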
APEX1 inh: qHTS Assay for Inhibitors of the Human Apurinic/apyrimidinic Endonuclease 1 (APE1) | 0.35% of 350,000 active | recombinant APE1, TAMRA/BHQ-2 abasic DNA cleavage fluorescence | Potency, µM (titrated, usually from 65.8 µM), for inactives: at the highest dose activity change, negative = inhibition, usual class: inhibitors;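 also: potency is read from the fitted curve at half-maximal effect; plate controls were vehicle for no effect and reference inhibitor for full effect; nearly all actives have a fitted effect of over 55% in size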
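0.75 nM APE1 + cpd, 15 min RT; start w/ 50 nM TAMRA/BHQ-2 THF-abasic dsDNA; kinetic fluor 525/598 nm ×3 reads @60 s; Δ(read3−read1); normalized to DMSO and NSC13755 control wells.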
POLH inh: qHTS for Inhibitors of Polymerase Eta; recombinant Pol eta, fluorescent DNA replication assay; Potency, µM (series often up to 114 µM), for the others: at the highest dose activity change, negative = inhibition, actives largely listed as inhibitors; 1.2% of 390,000 active; also: potency is read from the fitted curve at half-maximal effect; % is scaled to controls: 0 for no effect and ±100 for the full control effect
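Fluorescent replication assay: 50 nM final substrate added after a 15 min room-temperature compound preincubation with 10 nM enzyme. Signal taken at 0 min and again at 10 min.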
PGK inhibitor: qHTS Assay to Find Inhibitors of Phosphoglycerate Kinase. AID 602233, 2012. Phosphoglycerate kinase, glycosomal (Trypanosoma brucei brucei), P07378. Potency, µM (titrated, usually from 57.5 µM), without a hit: at the top dose activity change, negative = inhibition, usual class: inhibitors. PGK/GAPDH coupled, Kinase-Glo luminescence, 60 min. 0.043% of 380,000 active; also: potency is read from the fitted curve at half-maximal effect; % is scaled to controls: 0 for no effect and ±100 for the full control effect; nearly all actives have a fitted effect of over 60% in size
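Luminescent ATP detection (Kinase-Glo Plus) follows a 60-minute room-temperature incubation, with wells lacking PGK as controls. Buffer: 100 mM TEA (pH 7.6), 5 mM MgCl2, 0.01% Tween-20. Coupling enzyme GAPDH (100 nM final) supplies unstable 1,3-BPG in-well.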
The depositor's hits bear a star; i = inactive; ? = inconclusive; . = not tested or not shown; & = joins results of further samples; [ ] = another dose, or the depositor's remark. Unless noted, calls follow the shape of the dose curve; as a rule, active = well fitted curve in the direction sought with a large enough effect; inconclusive = small, poorly fitted or top-dose-only effect, or another doubt; inactive = no such curve, though single readings can be large; an effect the other way counts as inactive or inconclusive. This is a subset; the hit share may differ from the screen's.

# | SMILES | POLI inh | Anesthetic bind | Pol kappa inh | RXFP1 antag | Pol beta inh | BLM helicase inh | APEX1 inh | POLH inh | PGK inhibitor
1 | CCCCCCc1ccc(N2C[C@H](CCCCC)[C@@H](CC(=O)NCc3ccc(OC)cc3)C2=O)cc1 | 25%&3% | -13% | 11%&-10% | . | 20% | -10% | -13% | -26% | 0%
2 | COc1ccc(NC(=O)CSCC(=O)Nc2cc(Cl)ccc2N2CCCC2)cc1 | -8% | -9% | -19% | 1 | -2% | -6% | -13% | -3% | 4%
3 | O=c1cc(O)c2c(=O)n(C3CCCCC3)c3ccccc3c2o1 | ? | -8% | -23% | -10 | 45µM* | -11% | ? | ? | -1%
4 | CCOC(=O)C1CCN(C(=O)c2sc3nc(C)nc(N4CCC(C)CC4)c3c2C)CC1 | -14%[58.9 µM] | -9% | -8% | -10 | 17% | -2% | 0% | -12% | -4%
5 | Cc1ccccc1NC(=O)c1ccc2c(c1)C(=O)N(CCC(C)C)C2=O | 3% | -16% | 2% | -20 | -17% | -9% | 4% | 0% | -8%
6 | CC1(C)CC(=O)C(C=NCc2cccnc2)=C(O)C1 | 19% | -15% | 0% | 4 | 11% | -5% | 0% | -15% | -4%
7 | O=C(/C=C/c1ccncc1)c1ccc2c(c1)OCCO2 | ? | -13% | -8% | -17 | -2% | 1% | 3% | 2% | 3%
8 | CC1(C)CCC(=O)N2CC[C@H]3c4cc5ccccc5nc4C[C@@H]1[C@H]32 | -4% | . | 7% | . | . | . | . | 6% | -4%
9 | Cc1cccc(/C=N/NC(=O)c2c(-c3ccccc3)noc2C)c1O | ? | -21% | -9% | 5 | 9% | -7% | -16% | -13% | -1%
10 | COc1ccc(CN2CCNC(=O)C2CC(=O)NCc2cn3ccc(C)cc3n2)c(OC)c1 (stereo not drawn) | 10% | -11% | -17% | 9 | -24% | 0% | 11% | -3% | 6%
11 | Nc1nc(O)c(CC(=O)O)s1 | 35%[activator] | 19% | 2% | -7 | -22% | -4% | 54%[activator] | -19% | i
12 | CC#CC(=O)NCC1(N(C)Cc2ccccc2)Cc2ccccc2C1 | 26% | -7% | 2% | -5 | 2% | -1% | 12% | -17% | -8%
13 | O=C(c1ccccc1)N1CCC(CC2CC(c3cccc(Br)c3)=NO2)(C(=O)NCC2CCCCC2)CC1 (stereo not drawn) | 1% | -8% | -7% | . | ? | -7% | 7% | -3% | -6%
14 | O=C(CCCCCn1c(=O)c2sccc2n(CC(=O)Nc2cc(C(F)(F)F)ccc2Cl)c1=O)NCc1ccccc1Cl | -12% | -10% | -22% | -7 | 9% | -4% | . | 15% | -1%
15 | CC(CCC(=O)O)C1CCC2C3CC[C@@H]4CCCC[C@@]4(C)C3CC[C@@]12C (stereo partly drawn) | . | -11% | -9%[60.1 µM] | . | . | -16% | 12% | . | .
16 | CC[C@@]12C(=O)N(c3ccccc3)C(=O)N1[C@H](c1ccc(OC)cc1)[C@@H]1C(=O)N(C(C)(C)C)C(=O)[C@@H]12 | 30%[activator] | . | 12% | . | . | . | 41% | -21% | i
17 | CN(C)C(=S)N=Nc1[nH]c2ccccc2c1O | 76%[activator] | -12% | -3% | 3 | 5% | -8% | 1% | -13% | .
18 | CCSc1nnc2ccc(-c3ccc(C)cc3)nn12 | 19% | ? | -2% | 2 | 3% | 2% | 29% | -15% | 9%
19 | O=C(c1ccc(CNc2c(N3CCCC3)c(=O)c2=O)cc1)N1CC=C(c2ccccc2)CC1 | 4% | -5% | -8% | 2 | 0% | -5% | -1% | -3% | -1%
20 | O=C(CSc1ccc2nnc(-c3ccccn3)n2n1)Nc1nccs1 | 18% | -9% | 9% | . | 18% | -3% | -4% | -8% | i
21 | O=S(=O)(Nc1cccc(-c2ccc(N3CCCCC3)nn2)c1)c1cccc(F)c1 | -21% | 37%[activator] | -12%[60.1 µM] | -7 | -26% | -3% | . | -11% | i
22 | CCCC/C(C)=N/NC(=O)NC1CCCCC1 | 5% | -10% | 0% | -13 | 3% | 2% | 4% | -3% | -9%
23 | CS(=O)(=O)N(CC(=O)Nc1ccccc1-c1ccccc1)c1cccc(F)c1 | 14% | -17% | -15% | -4 | ? | -7% | -5% | -27% | -6%
24 | Cc1noc(C)c1-c1nccc(NCc2cccnc2)n1 | . | -9% | -8%[60.1 µM] | . | . | -2% | -2% | . | .
25 | Cc1cc(C)cc(NC(=O)CN2CCN(CCN=CC3=C(O)CC(c4ccc(Cl)cc4)CC3=O)CC2)c1 (stereo not drawn) | 7% | ? | -2% | -3 | -16% | -6% | 1% | -22% | -2%
26 | O=C(NN=C1CCCCCC1)c1c[nH]c2ccccc12 | -1% | -7% | -2% | . | 57% | 2% | 13% | -19% | i
27 | NS(=O)(=O)c1cccc(NC(=S)NCc2ccc3c(c2)OCO3)c1 | 25% | -12% | -3% | -7 | 26% | -2% | 14% | -4% | -3%
28 | Cc1ccc(Cl)cc1NC(=O)CSc1nc2ccccc2nc1Cc1ccccc1 | 14% | -1% | -5%[60.1 µM] | 13 | 15% | -2% | . | 4% | i
29 | O=C(CN(Cc1ccccc1)C(=O)CNS(=O)(=O)c1ccc(Cl)cc1)NCC1CCCO1 (stereo not drawn) | 127%[activator] | -2% | -3% | -3 | 38% | -2% | 37%[activator] | -16% | -10%
30 | Cc1ccc2nc(N3CCN(S(=O)(=O)c4ccc5c(c4)OCCO5)CC3)c(C#N)cc2c1 | -13% | -5% | -3% | -2 | 86% | -5% | ? | -11% | 0%

Quoted at random: 5 records from the list.
# | SMILES | POLI inh | Anesthetic bind | Pol kappa inh | RXFP1 antag | Pol beta inh | BLM helicase inh | APEX1 inh | POLH inh | PGK inhibitor
28 | Cc1ccc(Cl)cc1NC(=O)CSc1nc2ccccc2nc1Cc1ccccc1 | 14% | -1% | -5%[60.1 µM] | 13 | 15% | -2% | . | 4% | i
21 | O=S(=O)(Nc1cccc(-c2ccc(N3CCCCC3)nn2)c1)c1cccc(F)c1 | -21% | 37%[activator] | -12%[60.1 µM] | -7 | -26% | -3% | . | -11% | i
26 | O=C(NN=C1CCCCCC1)c1c[nH]c2ccccc12 | -1% | -7% | -2% | . | 57% | 2% | 13% | -19% | i
24 | Cc1noc(C)c1-c1nccc(NCc2cccnc2)n1 | . | -9% | -8%[60.1 µM] | . | . | -2% | -2% | . | .
23 | CS(=O)(=O)N(CC(=O)Nc1ccccc1-c1ccccc1)c1cccc(F)c1 | 14% | -17% | -15% | -4 | ? | -7% | -5% | -27% | -6%

Going on with the list:
# | SMILES | POLI inh | Anesthetic bind | Pol kappa inh | RXFP1 antag | Pol beta inh | BLM helicase inh | APEX1 inh | POLH inh | PGK inhibitor
31 | Cc1ccc(NC(=O)c2ccccc2N(C)S(C)(=O)=O)cc1C | 26% | -8% | -1% | 16 | ? | 0% | 1% | 4% | -13%
32 | CC(C)Oc1ccc(CNC(=O)c2ccc3nc(C(C)C)oc3c2)cc1 | 30%[activator] | 48%[activator] | -6%[60.1 µM] | -5 | -2% | -3% | . | -21% | i
33 | O=C(NCCOCc1ccc(Cl)cc1)c1ncn[nH]1 | 14% | -7% | -6% | . | 9% | 3% | 2% | -21% | -1%
34 | Cc1ccsc1C(=O)N1CCCC(N2CCN(c3cccc(Cl)c3)CC2)C1 (stereo not drawn) | 20% | -11% | 5% | -9 | 10% | -2% | 32% | -9% | -2%
35 | Cc1cc(C)c(C(=O)N(CCN(C)C)CC2CCCN(Cc3ccccc3F)C2)o1 (stereo not drawn) | 19% | -11% | -16% | -35 | 7% | -12% | -7% | -6% | 1%
36 | N#C/C(=C\c1ccc(O)cc1)c1nc2ccccc2o1 | 3% | -4% | -13% | 9 | 7% | -6% | -1% | -9% | -8%
37 | Cc1ccccc1-c1nc2cc(NC(=O)COc3ccc(F)cc3)ccc2o1 | 24% | -4% | -5% | -5 | -12% | -3% | . | . | .
38 | CN(CC(=O)Nc1cccc(C(F)(F)F)c1)C1=NS(=O)(=O)c2ccccc21 | 8% | . | -9% | 2 | . | . | 14% | -3% | -4%
39 | O=C1CC[C@@H]2CC3(C[C@@H]4CCN1[C@H]24)Nc1ccccc1NC3=NC1CCCCC1 (stereo partly drawn) | 27% | . | 12% | . | . | . | . | 7% | -8%
40 | N#C/C(=C\c1cccc(O)c1)C(=O)Nc1ccc2c(c1)OCCO2 | 79µM* | 1% | 0% | -23 | -6% | -15% | ? | -5% | i
41 | Cc1nc2cc(C(F)(F)F)ccc2n1C1CCN(CC(=O)N2CCCC2)CC1 | 36%[activator] | -5% | 14% | 5 | 13% | 2% | 19% | -7% | -8%
42 | COC(=O)c1ccc(OCC2c3cc(OC)c(OC)cc3CCN2C(=O)Cc2ccccc2)cc1 (stereo not drawn) | -3% | 66%[activator] | -9%[60.1 µM] | . | 16% | -6% | . | -15% | 6%
